Screening data as filed in PubChem.
GC-B act = GC-B (human) receptor activation; 0.11% of 370,000 active; HEK293-GC-B cells, CNP EC30, cGMP TR-FRET; 0% at EC30 CNP, 100% saturating CNP; P20594; activation, % at 10 µM;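 active = activation at 10 µM reaching about 35% in either raw or pattern-adjusted values, limit read from the data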
ABHD4 inh = inhibits mouse alpha/beta hydrolase domain 4. inhibition, % at 8.92 µM. 0.54% of 370,000 active. purified mABHD4, FP-Rh probe fluorescence polarization. AID 720543. Q8VD66;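 active = inhibition exceeding the mean over every tested compound plus 3 SD, cut at about 30% in these data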;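 note: 0% = plate median of compound wells and 100% = S159A mutant with DMSO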
Target sequence (Q8VD66 whole entry, looked up, the tested form may be a part): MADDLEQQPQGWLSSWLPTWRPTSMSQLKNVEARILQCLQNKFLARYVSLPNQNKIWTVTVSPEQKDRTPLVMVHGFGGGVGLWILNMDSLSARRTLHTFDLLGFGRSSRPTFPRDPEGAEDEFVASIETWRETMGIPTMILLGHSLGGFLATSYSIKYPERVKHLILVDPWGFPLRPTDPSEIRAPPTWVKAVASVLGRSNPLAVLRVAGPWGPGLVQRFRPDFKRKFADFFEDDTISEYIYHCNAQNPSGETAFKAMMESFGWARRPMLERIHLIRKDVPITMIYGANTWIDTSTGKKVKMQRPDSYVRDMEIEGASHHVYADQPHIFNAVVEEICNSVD
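Assay system: wild-type mouse ABHD4 protein; compound: single nominal dose of 8.92 µM, 0.89% DMSO final; schedule: 45 min + 60 min at 25 °C; measured by: FP readout, ex 525 nm / em 598 nm; evaluation: % inhibition of FP-Rh probe binding versus controls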
rCAG binder = molecules binding r(CAG) RNA repeats; r(CAG) RNA repeat, TO-PRO-1 dye displacement fluorescence; inhibition, % at 3 µM; 1.3% of 370,000 active; AID 651821;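 active = inhibition above the plate cutoff, the mean of all test compounds on that plate plus 3 SD, cut at about 35% in these data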;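 note: 0% = DMSO alone and 100% = 100 µM mitoxantrone as full dye displacement; higher means more dye released from RNA so lower well fluorescence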
UHRF1 binding = blocks human UHRF1 binding to methylated DNA | Q96T88 | UHRF1 binding to methylated oligo, TR-FRET | inhibition, % at 4.4 µM | 0.75% of 370,000 active | AID 687016; in the data active = inhibition above about 21%;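 note: UHRF1 SRA domain binding a hemimethylated CpG hairpin DNA probe; 0% = median of test compound wells and 100% = reference inhibitor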
HTRA1 inh = inhibitors of human serine peptidase HTRA1; inhibition, % at 5.96 µM; recombinant HTRA1, FP-rhodamine activity-based probe, fluorescence polarization; AID 504803; 0.5% of 340,000 active; Q92743; in the data active = inhibition above about 36%;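 note: 0% = enzyme with DMSO and 100% = wells lacking enzyme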
Target sequence (Q92743 whole entry, looked up): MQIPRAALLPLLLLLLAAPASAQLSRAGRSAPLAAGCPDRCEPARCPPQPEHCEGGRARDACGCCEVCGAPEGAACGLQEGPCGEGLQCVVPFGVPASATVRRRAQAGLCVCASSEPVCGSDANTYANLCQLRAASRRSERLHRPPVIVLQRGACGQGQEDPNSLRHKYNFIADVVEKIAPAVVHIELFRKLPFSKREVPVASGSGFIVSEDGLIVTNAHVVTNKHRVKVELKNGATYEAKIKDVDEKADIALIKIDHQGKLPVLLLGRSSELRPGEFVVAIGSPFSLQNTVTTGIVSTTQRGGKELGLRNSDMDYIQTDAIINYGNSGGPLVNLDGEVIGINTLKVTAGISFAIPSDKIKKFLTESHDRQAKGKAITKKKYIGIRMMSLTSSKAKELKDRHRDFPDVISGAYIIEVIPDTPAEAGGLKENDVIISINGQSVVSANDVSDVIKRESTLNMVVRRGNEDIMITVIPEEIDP
TCR CD3 inh = human TCR-CD3 binding inhibition | TAMRA-labeled TCR probe fluorescence, biochemical | inhibition, % at 9.4 µM | 0.37% of 360,000 active | AID 651800; in the data active = inhibition above about 19%;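 note: recombinant mutant TCR 2C K166C tagged with TAMRA read by polarization; 0% = receptor in buffer alone and 100% = receptor with positive control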
SIAE inh = inhibitors of human sialic acid acetylesterase SIAE | Q9HAT2 | inhibition, % at 9.66 µM | SIAE FP-Rh probe binding, fluorescence polarization | 0.69% of 370,000 active;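 active = inhibition above a cutoff: mean of compounds within the control limits plus 3 SD of those, cut at about 17% in these data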;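 note: 0% = plate median of compound wells and 100% = probe without SIAE protein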
GC-A act = GC-A (human) enzyme activation; P16066; HEK293 GC-A cells, cGMP TR-FRET, EC30 ANP; 0% at EC30 ANP, 100% saturating ANP; activation, % at 10 µM; 0.14% of 370,000 active; AID 1671463; in the data active = activation above about 40%
MBD2 inh = inhibitors of human MBD2 binding to methylated oligonucleotide | Q9UBB5 | TR-FRET | inhibition, % at 4.4 µM | 0.31% of 370,000 active; in the data active = inhibition above about 13%
PRMT1 inh = inhibitors of human PRMT1. Q99873. recombinant PRMT1, activity-based probe fluorescence polarization. inhibition, % at 2.79 µM. 1.3% of 370,000 active;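 active = inhibition above about 21% made by adding two undisclosed values, limit read from the data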
The depositor's hits bear a star; / = no result given.

Structure	MBD2 inh	PRMT1 inh	TCR CD3 inh	ABHD4 inh	GC-B act	UHRF1 binding	GC-A act	SIAE inh	HTRA1 inh	rCAG binder
CC(C)c1ccc([C@@H]2O[C@H](CCc3ccccc3)CC3=C2C(=O)OC(C)(C)O3)cc1	3	1	-3	-4	-1	14	0	2	/	4
CC(=O)Nc1cccc(C(=O)OCc2ccccc2)c1	-1	-1	2	1	0	0	-1	-1	3	-2
CC(C)Oc1ccc(Cl)cc1Nc1nc(NCCO)nc(N2CCCC2)n1	3	2	-7	-13	-4	1	1	-9	-40	8
O=c1ccc(=O)n(-c2ccccc2)[nH]1	-3	9	-3	0	2	-4	3	-2	4	2
CCCC(c1nnnn1CS(=O)(=O)c1ccc(C)cc1)N1CCN(C2CCCC2)CC1 (stereo not given)	-4	6	-5	4	6	2	3	8	2	0
Cc1ccc(NC(=O)CN2C(=O)NC(C)(CC(C)C)C2=O)cc1F (stereo not given)	-5	0	9	-4	4	0	-1	2	-6	-2
CN(C(=O)COC(=O)c1ccc2c(c1)OCCO2)c1ccccc1	0	3	-12	7	2	6	-2	2	-6	-4
Cc1ccc(-c2cc3nc(C)cc(C)n3n2)cc1	-2	-1	3	2	3	2	-2	1	-3	-5
CC(=NNC(=S)N1CCCCC1)c1ccccn1	-3	3	5	6	7	-14	7	1	7	3
COc1ccc(CNC(=O)CN2CCC(n3nnc4cc(F)ccc43)CC2)cc1	-1	1	5	0	-11	-1	-9	3	2	-7
COC(=O)CN(C(=S)Nc1ccc(Cl)cc1)C1CC(=O)N(c2ccc(OC)cc2)C1=O (stereo not given)	-5	2	-2	-38	0	-2	-1	2	-8	11
COc1ccc(CC(=O)N2CCC(c3ccccc3)C2)cc1 (stereo not given)	-2	1	5	6	1	1	-1	4	1	-2
CN(C)C(=O)N1CCC(C(=O)NCc2cccs2)CC1	0	2	0	1	1	3	-1	1	-1	-3
O=C1CCC[C@H]2C[C@H](NCc3ccco3)CC[C@]23CCCN13	0	-2	/	0	-4	1	5	-2	/	/
O=C(O)CSc1nnc(Nc2ccccc2)n1-c1ccccc1	3	-3	-3	-3	3	5	2	18*	-7	1

Later entries
Structure	MBD2 inh	PRMT1 inh	TCR CD3 inh	ABHD4 inh	GC-B act	UHRF1 binding	GC-A act	SIAE inh	HTRA1 inh	rCAG binder
O=C(CCNS(=O)(=O)c1cccc2nsnc12)N1CC(=O)N(CCc2ccccc2)C(=O)C1	1	-2	-3	5	0	-2	5	5	-7	1
N#Cc1ccc(NC(=O)COC(=O)CCc2ccc(S(=O)(=O)N3CCCCC3)cc2)cc1	4	-1	-5	2	0	-1	0	-11	-20	3
N#CCCN(C(=O)COC(=O)c1ccc(S(=O)(=O)N2CCCCCC2)cc1)c1ccccc1	4	0	9	12	0	-3	8	2	-3	-5
COc1ccc(NC(=O)CN2C(=O)NC(C)(c3ccc4c(c3)OCO4)C2=O)cc1S(N)(=O)=O (stereo not given)	5	0	-3	1	-3	0	-2	0	-7	8
COc1ccc(Cl)cc1NC(=O)CCS(=O)(=O)c1ccc(C)cc1	-4	-2	-4	-5	-7	0	-5	9	-4	-3
COc1cc(C(=O)OCC(=O)NC2CC2)ccc1OCCC(C)C	-1	-2	2	4	2	7	-3	-9	1	-5
Cc1ccc(C(=O)COC(=O)CN2C(=O)C3C4CCC(C4)C3C2=O)cc1[N+](=O)[O-] (stereo not given)	-4	-1	-6	1	-3	1	1	4	4	6
N#C/C(=C1/CCCCCN1)c1nnc2n1CCCCC2	-6	1	-1	0	4	5	1	3	2	0
COc1cc2c(cc1OC)CN(CC(=O)Nc1ccc3c(c1)OCO3)CC2	4	1	4	0	-1	1	-4	3	-4	-1
CNc1ncnc2c1ncn2[C@H]1CN(Cc2cccc3ccccc23)C[C@@H](CO)O1	1	0	1	3	7	11	-1	0	/	3
COc1cc(OC)cc(C(=O)N2CCCc3ccccc32)c1	-1	-1	-2	2	-4	5	-12	0	4	-5
O=C(NCCC(=O)N1CCN(C(=O)c2ccco2)CC1)c1ccc(Br)cc1	4	9	-10	-6	-2	4	1	-2	5	-7
CCOc1ccccc1NC(=O)C12CC3CC(C1)CC(c1ccc(C)cc1)(C3)C2	4	-2	4	-14	5	2	-1	2	-7	0
COc1cc(CNc2ccc3[nH]c(=O)[nH]c3c2)ccc1OCc1ccccc1	-7	8	7	30*	-14	3	-18	9	7	5
COc1ccc(C=NN=C2c3ccccc3-c3ccccc32)cc1OC	4	-8	7	-4	-4	-2	-4	-20	-19	3

The results go on:
Structure	MBD2 inh	PRMT1 inh	TCR CD3 inh	ABHD4 inh	GC-B act	UHRF1 binding	GC-A act	SIAE inh	HTRA1 inh	rCAG binder
Cc1cc(C)cc(NC(=O)OC2CC3CC2[C@H]2CCCCN2[C@H]3Cc2ccccc2)c1 (stereo not given in full)	-3	-6	/	-5	-2	0	-9	-4	/	6
CCn1c(CNC(=O)c2ccco2)nnc1SCC(=O)c1ccc(F)cc1	-2	-3	3	-3	3	-1	3	-5	3	1
O=C(c1cn(Cc2ccccc2)nc1-c1ccc(Cl)cc1)N1CCN(c2ccccn2)CC1	0	0	6	-15	-3	-2	-2	0	-31	4
Nc1nc(NCCCN2CCOCC2)nc(Nc2cccc(F)c2)c1[N+](=O)[O-]	3	0	1	-2	-5	2	9	2	-5	1
O=C(NC1CC2CCCC(C1)N2Cc1cccs1)N1CCOCC1 (stereo not given)	2	1	-1	-3	4	1	3	1	-3	-2
O=C(NCCC1=CCCCC1)c1ccc(Cl)c(S(=O)(=O)N2CCOCC2)c1	-5	-2	7	-2	-2	-4	0	4	0	-3
Cc1cc2c3c(c1)C1(C(=O)N3C(C)(C)CC2C)C(C#N)=C(N)Oc2cc(O)ccc21 (stereo not given)	0	8	-4	-12	-10	3	7	-5	-35	8
Cc1ccc(NC(=O)CCNC(=O)c2ccc(Br)cc2)cc1S(=O)(=O)N1CCOCC1	5	2	2	4	1	0	-1	-6	-8	-2
N#C/C(=C/c1cn(CC(=O)O)c2ccccc12)C(=O)Nc1ccccc1	-3	3	4	5	5	-3	0	-5	0	5
COCCNC(=O)C1CC2Cn3c(nc4ccccc43)C2N1C (stereo not given)	-1	-2	-2	-2	2	0	3	-1	2	2
CCc1cc(=O)oc2cc(C)c(CN3CCCC3)c(O)c12	15*	14	8	11	-1	32*	-9	2	-3	36*
Cc1cc(C)cc(NC(=O)C2CCN(c3nccs3)CC2)c1	0	-3	4	-7	-4	2	-6	0	-5	3
O=C(O)c1ccccc1SCc1nc2ccccn2c1Br	-3	3	3	0	-6	-1	0	4	5	0
CC1CC(C)CN(C(=O)CCS(=O)(=O)c2ccc3c(c2)NC(=O)CS3)C1 (stereo not given)	6	4	9	3	-1	5	-3	-1	6	2
COc1ccc(C(=O)NCCCN=C2NS(=O)(=O)c3ccccc32)cc1	-5	-3	5	3	-2	-1	-3	2	-10	0

Remaining list, next part.
Structure	MBD2 inh	PRMT1 inh	TCR CD3 inh	ABHD4 inh	GC-B act	UHRF1 binding	GC-A act	SIAE inh	HTRA1 inh	rCAG binder
Cc1nn(-c2ccccc2)c(N2CCCC2)c1/C=N/NC(=O)c1cc(-c2cccs2)nc2ccccc12	-4	-1	9	11	-4	0	-7	-4	-29	18
Cc1[nH]c2ccccc2c1C1(O)C(=O)N(Cc2ccc3c(c2)OCO3)c2ccccc21 (stereo not given)	-8	8	2	15	-6	-5	-15	1	-2	2
CCn1c(SCC(=O)Nc2cccc(NC(C)=O)c2)nnc1-c1ccco1	2	-1	2	1	-2	2	4	-5	-6	2
CCOC(=O)CNC(=O)c1sc(NC(=O)c2ccccc2F)nc1C	0	4	3	4	0	4	-1	1	4	-4
CCOc1nc(NCCO)nc(Nc2ccc([N+](=O)[O-])cc2)n1	3	2	-2	1	6	11	4	-6	-7	1
Cc1cc(C(=O)N2CCCC(C(=O)c3ccc(Cl)cc3C)C2)no1 (stereo not given)	4	-2	3	5	-8	-1	3	3	-14	-7
COc1ccc(S(=O)(=O)N2CCSC2c2ccc(OC)c(OC)c2)cc1 (stereo not given)	0	6	-7	-7	1	6	-1	3	4	1
CCOc1ccc(NC(N)=O)cc1OCC	3	5	-4	1	1	2	2	11	13	8
CNc1nc2c(-c3ccc(Cl)cc3)nnn2c2ccccc12	-7	0	0	2	4	-1	23	-4	-1	4
COc1ccc(NC(=O)CN(C)C(=O)c2ccccc2OCC(=O)Nc2cccc(C(F)(F)F)c2)cc1	-9	-2	7	3	3	-4	1	-3	-9	1
Cc1nc(N)ncc1-c1ccc2c(c1)OCO2	0	-3	-4	5	7	3	7	3	-1	5
COc1cccc(NC(=S)N2CCc3cc(OC)c(OC)cc3C2)c1	-5	-6	-9	-7	-6	2	5	2	1	2
CCN(CC(=O)Nc1ccc(OC)cc1)C(=O)c1ccc(OCc2c(C)noc2C)cc1	0	-1	-4	-4	-2	-2	3	14	0	-10
CCN(CC)C(=O)c1oc2ccc(S(=O)(=O)N3CC(C)CC(C)C3)cc2c1C (stereo not given)	1	-1	3	-6	-8	0	-1	-5	-7	2
CC1CN(C(=O)c2ccccc2Nc2ccc(SC(F)F)cc2)CC(C)O1 (stereo not given)	0	-1	7	-7	5	0	2	6	-5	1

Continued:
Structure	MBD2 inh	PRMT1 inh	TCR CD3 inh	ABHD4 inh	GC-B act	UHRF1 binding	GC-A act	SIAE inh	HTRA1 inh	rCAG binder
CCN1CCN(S(=O)(=O)c2ccc(Cl)c(C(=O)Nc3ccccc3N3CCCC3)c2)CC1	0	-2	0	-4	-7	-2	1	-15	0	-3
COc1ccc(NS(=O)(=O)c2cccc(C(=O)O)c2)cc1S(=O)(=O)N1CCCCC1	-5	-2	-7	-9	-4	3	-7	-11	-2	11
Cc1ccc(CNC(=O)c2ccc(C#CC(C)(C)O)s2)cc1	-8	-5	3	-6	1	-2	3	10	-24	2
Cc1nc([N+](=O)[O-])c(Br)n1CC(=O)c1ccccc1	1	3	8	-3	7	0	2	1	-4	4
Cc1ccc(Nc2nnc(SCC(=O)NC3CC3)s2)cc1	6	2	-5	1	-1	18	-4	-2	5	1
CCOC(=O)c1ccc(CNCc2ccc(Br)cc2)cc1	2	1	-5	10	4	4	1	5	-6	-8
CSc1nc2ccccc2cc1/C=C(\C#N)c1cccc(C)c1	7	-2	3	-8	-6	-4	-1	0	-24	-1
COc1ccccc1N1C(=O)CC(N(O)c2ccccc2)C1=O (stereo not given)	3	0	4	1	4	2	-1	10	3	4
C=CCN([C@@H](CC(C)C)C(=O)OC)S(=O)(=O)N(CC=C)[C@@H](CC(C)C)C(=O)OC	-5	-1	5	3	-8	0	-6	1	-10	-8
CN(c1ccccc1)S(=O)(=O)c1ccc(NC(=S)NC(=O)c2ccccc2)cc1	1	-1	-7	-17	2	-1	1	-22	-27	8
CCN1CCN(C(=O)CN(c2ccc(C)cc2)S(C)(=O)=O)CC1	5	1	0	-4	-2	16	1	4	-3	3
COc1ccccc1NC(=O)NNC(=O)C(C)Oc1ccc2ccccc2c1 (stereo not given)	-3	-5	8	3	-1	0	-2	-4	-9	1

Part of the list above in a different format:
Every second line gives: MBD2 inh | PRMT1 inh | TCR CD3 inh | ABHD4 inh | GC-B act | UHRF1 binding | GC-A act | SIAE inh | HTRA1 inh | rCAG binder
C=CCN([C@@H](CC(C)C)C(=O)OC)S(=O)(=O)N(CC=C)[C@@H](CC(C)C)C(=O)OC
  -5 | -1 | 5 | 3 | -8 | 0 | -6 | 1 | -10 | -8
Cc1ccc(CNC(=O)c2ccc(C#CC(C)(C)O)s2)cc1
  -8 | -5 | 3 | -6 | 1 | -2 | 3 | 10 | -24 | 2
Cc1ccc(Nc2nnc(SCC(=O)NC3CC3)s2)cc1
  6 | 2 | -5 | 1 | -1 | 18 | -4 | -2 | 5 | 1

An excerpt. The share of hits here may be higher or lower than overall.
